Neddyl block = blocks human cullin neddylation; P61081+Q13564; TR-FRET cullin neddylation, biochemical; calls only at 25 µM; 360,000 tested, 0.58% active; AID 651699; in the data active = inhibition above about 36%
Target sequence (P61081 whole entry, looked up): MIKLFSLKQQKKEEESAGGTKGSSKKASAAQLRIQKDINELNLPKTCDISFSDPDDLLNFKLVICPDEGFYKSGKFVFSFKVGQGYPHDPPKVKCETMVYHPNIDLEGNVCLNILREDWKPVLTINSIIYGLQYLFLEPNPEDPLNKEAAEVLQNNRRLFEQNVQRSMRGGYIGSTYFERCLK
Target sequence (Q13564 whole entry, looked up): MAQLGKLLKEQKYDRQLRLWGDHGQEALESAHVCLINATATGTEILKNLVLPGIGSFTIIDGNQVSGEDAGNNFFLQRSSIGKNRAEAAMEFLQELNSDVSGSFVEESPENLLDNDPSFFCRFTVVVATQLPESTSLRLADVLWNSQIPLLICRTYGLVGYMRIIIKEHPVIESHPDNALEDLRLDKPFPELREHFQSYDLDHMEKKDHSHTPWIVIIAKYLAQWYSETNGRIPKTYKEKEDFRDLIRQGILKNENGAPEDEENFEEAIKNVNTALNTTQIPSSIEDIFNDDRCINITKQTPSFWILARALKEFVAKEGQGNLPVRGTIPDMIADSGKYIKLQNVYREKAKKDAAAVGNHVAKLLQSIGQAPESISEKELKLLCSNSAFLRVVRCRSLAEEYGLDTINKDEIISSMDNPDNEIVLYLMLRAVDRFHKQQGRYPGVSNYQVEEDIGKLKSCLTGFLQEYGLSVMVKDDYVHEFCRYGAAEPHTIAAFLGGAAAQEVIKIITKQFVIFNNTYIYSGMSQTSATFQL
NRP1-CendR mod = alters CendR peptide binding to human NRP-1; FAM-RPARPAR peptide binding to NRP-1, fluorescence polarization; 360,000 tested, 0.85% active; inhibition, % at 25 µM; AID 602438;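 active = inhibition or corrected inhibition above about 18%, plus a signal ratio from 0.5 to 1.5, limit read from the data, passing the limit was not always enough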; also: strong numbers were not always called active
LMPTP inh = LMPTP (human) inhibition. AID 651560. 360,000 tested, 0.22% active. inhibition, % at 20 µM. P24666. recombinant LMPTP-A, OMFP fluorogenic substrate, fluorescence intensity;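 active = compounds that cut the enzyme signal by at least half of the control window in the single-dose screen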;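 also: plate controls were DMSO wells with enzyme plus substrate for no effect and substrate without enzyme for full effect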
Target sequence (P24666 whole entry, looked up): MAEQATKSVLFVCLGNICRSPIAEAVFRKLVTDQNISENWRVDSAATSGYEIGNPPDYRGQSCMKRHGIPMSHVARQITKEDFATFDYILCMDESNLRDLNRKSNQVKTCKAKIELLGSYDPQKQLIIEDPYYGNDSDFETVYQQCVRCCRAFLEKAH
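Test system – LMPTP-A phosphatase enzyme · Quantity – 0.625 nM LMPTP-A final · Reagent – OMFP substrate, 400 µM final · Dosing – one test concentration per compound, 20 µM, with 3% DMSO overall · Timing – 50 min enzyme reaction at room temperature, protected from light · Detection – fluorescence intensity · Controls – substrate-only low control, DMSO enzyme-plus-substrate high control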
Scp-1 inhibitor = blocks human Scp-1 phosphatase activity | Q9GZU7 | Recombinant Scp1, phosphopeptide, malachite green phosphate absorbance | 340,000 tested, 0.88% active | inhibition, % at 20 µM;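 active = inhibition above about 50% at 20 µM, limit read from the data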;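 also: plate controls were DMSO wells with enzyme for no effect and wells lacking enzyme for full effect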
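assay system = SCP-1 phosphatase catalytic domain, residues 76-261 | buffer or medium = 50 mM Tris acetate pH 5.5, 0.005% Tween-20, 10 mM MgCl2 | incubation = enzyme reaction 45 min at room temperature, colour 5 min, stabilisation 30 min | signal = Phosphate-binding colour reagent, absorbance read at 630 nm | measure = % inhibition at 20 µM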
SKN-1 inh = C. elegans SKN-1 inhibition. C. elegans VP596 Pgst-4::GFP/RFP ratio, acrylamide-induced, 24 h. inhibition, % at 21.8 µM. 360,000 tested, 0.49% active. AID 624304;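 active = interference check ratio from 0.5 to 1.5 plus GFP to RFP signal ratio inhibition reaching or exceeding a fixed threshold, cut at about 30% in these data, passing the limit was not always enough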; also: some compounds called inactive have numbers as strong as hits
STEP block = inhibitors of human striatal-enriched phosphatase STEP | 360,000 tested, 0.25% active | recombinant STEP, OMFP fluorogenic substrate, fluorescence | inhibition, % at 20 µM | AID 588621;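 active = inhibition at 20 µM, scaled per plate between control wells, above about 37%, limit read from the data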;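 also: 0% = DMSO with enzyme and substrate and 100% = substrate only without enzyme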
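material = STEP tyrosine phosphatase | reagent = fluorogenic phosphatase substrate OMFP at 25 µM final | doses = single compound dose of 20 µM, 1% DMSO final | schedule = 20 min reaction, room temperature, in the dark | measured by = fluorescence, 480/540 nm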
NadD inh = inhibitors of Staphylococcus aureus NadD. purified NadD enzyme, colorimetric absorbance read-out. inhibition, % at 20 µM. 360,000 tested, 0.78% active. AID 602399; in the data active = inhibition above about 26%; also: some compounds past the cut are filed as inactive
TbMetRS inhib = blocks T. brucei methionyl-tRNA synthetase activity. purified T. brucei MetRS, ATP depletion, Kinase-Glo luminescence. inhibition, % at 11.9 µM. 360,000 tested, 0.4% active. AID 624268;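 active = inhibition above a per-plate cutoff of the control wells' mean inhibition plus 3 SD, cut at about 5.5% in these data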;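 also: 0% = DMSO wells median and 100% = median of wells with control inhibitor compound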
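Material: parasite MetRS enzyme / Replication: singlicate, one well per compound / Signal: luminescence of leftover ATP / Schedule: 2 h aminoacylation at 25 °C after 15 min preincubation / Medium: HEPES-MgCl2-KCl buffer plus DTT, spermine, BSA, pyrophosphatase / Doses: 11.9 µM single point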
DNMT1 block = inhibitors of human DNMT1; P26358; DNMT1 molecular beacon, Hinp1I cleavage, fluorescence; inhibition (reported as % activation of signal), % at 10 µM; 360,000 tested, 0.83% active; AID 588458; in the data active = inhibition above about 50%
SUMO1-SIM PPI = alters human SUMO1 binding to SIM partners; 360,000 tested, 0.33% active; P63165; AID 602429; SUMO1 binding to a labelled peptide, TR-FRET, 1 h; inhibition, % at 20 µM; in the data active = inhibition above about 37%
Target sequence (P63165 whole entry, looked up): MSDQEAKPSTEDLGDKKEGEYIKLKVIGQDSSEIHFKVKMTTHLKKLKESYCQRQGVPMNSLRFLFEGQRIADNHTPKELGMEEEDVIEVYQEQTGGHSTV
Numbers without * were called inactive; i = inactive; . = not tested or not shown; + = active, no number.

SMILES	Neddyl block	NRP1-CendR mod	LMPTP inh	Scp-1 inhibitor	SKN-1 inh	STEP block	NadD inh	TbMetRS inhib	DNMT1 block	SUMO1-SIM PPI
CCCCn1c(N)c(N(CC)C(=O)c2ccc(C)cc2)c(=O)[nH]c1=O	i	-2	-0.6	-1	-1	0	1	-0.2	-1	-1
O=C(C1CCCC1)N1CCN(S(=O)(=O)c2ccc(F)cc2)CC1	i	8	-0.9	-3	7	-2	-2	-2.1	3	3
O=C(Nc1ccc2ccccc2c1)c1cccnc1	i	3	-0.5	-10	2	1	-4	0.5	-3	-5
O=C(CSCc1ccccn1)Nc1ccccc1	i	6	-2.7	-2	-2	-4	3	-1.2	1	-1
S=C(NCCCN1CCOCC1)Nc1cccc(Cl)c1	i	6	-0.9	-1	-11	-1	-3	0.8	0	2
CCc1ccc(NC(=O)CCCOc2cc(=O)n(C)c3ccccc23)cc1	i	6	1.1	.	5	-1	-6	0.0	0	3
O=C1NC(=Nc2cccnc2)S/C1=C/c1ccc(F)cc1	i	-21	14	87*	-3	61*	5	-0.9	2	-5
CCCCN(CCCC)CCCNC(=O)CN1C(=O)COc2ccc(S(=O)(=O)N3CCC(C)CC3)cc21	i	2	-2.3	1	-5	-2	-6	-0.1	1	2
O=C(NNC(=S)NC(=O)C12CC3CC(CC(C3)C1)C2)c1ccncc1	i	0	-0.7	-5	8	2	0	-0.6	-1	0
COC(=O)c1cc(OC)c(OC)cc1NC(=O)C(C)Sc1ccc(C)cc1 (stereo unspecified)	i	7	2.4	-15	11	4	-13	-0.4	-2	7
Nc1nnc(CSCc2cccc(Br)c2)s1	i	12	-0.3	3	-3	-2	-4	-1.0	3	-1
CCCc1cc(=O)oc2cc(OCC(=O)N3C[C@H]4C[C@@H](C3)c3cccc(=O)n3C4)c(Cl)cc12	i	-2	-2.2	10	-10	-2	5	0.2	-2	3
COc1ccc2cnnc(SCC(=O)Nc3ccc(C(C)=O)cc3)c2c1OC	i	-12	1.0	-9	11	-3	-2	-0.1	-3	-3
CC(=O)Nc1cccc(NS(=O)(=O)c2cc3c4c(c2)CCN4C(=O)CC3)c1	i	-3	0.9	-6	-2	0	-1	-0.2	2	0
O=S(=O)(c1ccc(NC(=S)N2CCCCC2CO)cc1)N1CCOCC1 (stereo unspecified)	i	6	-1.1	.	6	-1	0	-0.2	60*	0
COC(=O)[C@]12CCCCC=C1N(CCc1ccc(OC)c(OC)c1)C(=O)[C@H](CC(=O)NCc1cccs1)C2	i	11	-1.0	.	2	.	.	0.0	.	0
CCOC(=O)CSc1nc2ccccc2n1CC(=O)N(C(C)C)C(C)C	i	-6	-0.6	-3	-8	-3	-5	-0.9	2	2
Cc1cc(OCC(=O)NC2CC(C)(C)NC(C)(C)C2)c2c(C)c(C)c(=O)oc2c1	.	12	1.5	48	4	-4	-8	-1.2	11	-6
CSc1ccccc1NC(=O)c1cnc2scc(C)n2c1=O	i	-14	-0.4	-6	-4	0	1	0.0	-2	7
CCCCn1c(SCC(=O)N2CCCCC2C)nc2cc(S(N)(=O)=O)ccc21 (stereo unspecified)	i	2	-0.8	-13	5	1	1	-0.9	0	0
CN1CCN(CCOCCOc2c(Cl)cc(Cl)cc2Cl)CC1	i	-6	-3.2	-5	-12	0	-6	3.6	5	4
CCOC(=O)c1ccc(NC(=O)C(C)N2C(=O)c3ccccc3C2=O)cc1 (stereo unspecified)	i	-19	0.7	-16	17	2	-7	-0.2	-1	40
CCCCOc1ccc(/C=N/NC(=O)C2CCCNC2=O)cc1 (stereo unspecified)	i	-2	-0.7	-4	18	1	-1	-0.3	-2	-6
COc1ccc(OC)c(S(=O)(=O)N(C)CC(=O)N2CCCCC2)c1	i	19	-1.8	4	17	0	-7	-0.5	3	12
Cc1ccccc1N(CC(=O)NCC1CCCO1)C(=O)C1(C)CC(=O)N=C2C=CC=CN21 (stereo unspecified)	.	-6	-0.7	-4	-11	1	7	-0.4	-3	-3
CCN(CC)C(=O)CSc1ncnc2c1nnn2-c1ccc(OC)cc1	i	-8	0.9	-6	11	-2	-1	0.7	1	-8
O=C(COc1ccccc1C(=O)Nc1ccccc1)NCCc1ccccc1	i	-9	-0.3	-15	-10	-2	-10	-0.6	0	2
CC(C)(C)NC(=O)c1cc([N+](=O)[O-])ccc1N1CCCCC1	i	-4	-1.6	0	15	2	5	-0.5	0	-22
CN(Cc1ccco1)c1ncnc2ccc(-c3ccoc3)cc12	+	-22	5.3	-2	6	1	2	0.4	2	6
COc1ccc(OC)c(N2C(=O)CC(C(C)c3ccccc3)C2=O)c1 (stereo unspecified)	i	12	0.2	0	11	-4	2	0.3	-1	0
Cc1noc(C)c1S(=O)(=O)N1CCCC(C(=O)N2CCN(C3CCCCC3)CC2)C1 (stereo unspecified)	i	-6	-0.5	-8	0	1	5	-1.6	-4	2
O=C(Nc1ccc(N2CCCCC2)cc1)c1cccnc1Cl	i	-15	0.5	6	11	-4	-2	-0.4	-2	-4
Cc1ccccc1S(=O)(=O)NC(=O)C1(C)CCN1C(=O)C(C)(C)c1ccccc1 (stereo unspecified)	i	-8	-1.0	.	31	2	-2	-0.3	4	4
FC(F)(F)c1cccc(Cc2noc(CN3CCCC(CN4CCCC4)C3)n2)c1 (stereo unspecified)	i	-7	0.6	4	3	-1	-5	-0.5	-5	3
Cc1cc(F)c(F)cc1C(=O)N1CCCC1	i	2	-0.5	-1	0	0	1	-0.8	1	-1
COc1ccc(CN2CCNC(=O)C2CC(=O)NCc2cccc(C)n2)c(OC)c1 (stereo unspecified)	i	4	-2.1	-2	-18	2	-6	-1.0	0	-1

4 compounds picked at random from the list so far, as already listed:
SMILES	Neddyl block	NRP1-CendR mod	LMPTP inh	Scp-1 inhibitor	SKN-1 inh	STEP block	NadD inh	TbMetRS inhib	DNMT1 block	SUMO1-SIM PPI
Cc1cc(F)c(F)cc1C(=O)N1CCCC1	i	2	-0.5	-1	0	0	1	-0.8	1	-1
O=C(Nc1ccc(N2CCCCC2)cc1)c1cccnc1Cl	i	-15	0.5	6	11	-4	-2	-0.4	-2	-4
COc1ccc(OC)c(N2C(=O)CC(C(C)c3ccccc3)C2=O)c1 (stereo unspecified)	i	12	0.2	0	11	-4	2	0.3	-1	0
FC(F)(F)c1cccc(Cc2noc(CN3CCCC(CN4CCCC4)C3)n2)c1 (stereo unspecified)	i	-7	0.6	4	3	-1	-5	-0.5	-5	3

Further entries follow:
SMILES	Neddyl block	NRP1-CendR mod	LMPTP inh	Scp-1 inhibitor	SKN-1 inh	STEP block	NadD inh	TbMetRS inhib	DNMT1 block	SUMO1-SIM PPI
COc1ccc(CNC(=O)NC(C)(C)c2cccc(C(C)(C)NC(=O)NCc3ccc(OC)cc3)c2)cc1	i	12	0.3	-2	-4	0	6	0.3	5	-3
CCOc1ccc(N(CC(=O)NC2CCCC2)C(=O)CCC(=O)Nc2ccccn2)cc1	i	4	-0.2	-2	-1	-2	7	-1.2	5	-3
O=c1cc(-c2cccs2)oc2ccc(Cl)cc12	i	-12	0.2	-7	24	1	-5	0.0	3	-7
Cc1ccc(CN2CCC(n3nccc3NC(=O)c3ccc4c(c3)OCO4)CC2)o1	i	8	0.1	-13	18	3	0	-0.5	0	-2
O=C(CC(NC(=O)C(F)(F)F)c1ccccc1)Nc1nnc(CCc2ccccc2)s1 (stereo unspecified)	i	-5	-0.7	3	-5	2	-2	-0.1	13	3
Cc1ccc(NC(=O)COC(=O)Cn2cnc3c2c(=O)n(C)c(=O)n3C)cc1Cl	i	-5	-1.3	-10	-2	-1	-3	0.1	-4	5
O=C(NCc1ccccc1)c1cc(-c2ccco2)on1	i	5	-1.0	-6	-3	-5	-5	0.1	-1	-5
COc1ccc2sc(N(CCN(C)C)C(=O)c3ccc4ccccc4c3)nc2c1	i	-1	-1.1	-2	-5	0	-5	-0.2	-4	-9
CC(C)(C)C(=O)N1CCN(c2c(Cl)cccc2[N+](=O)[O-])CC1	i	6	0.8	-10	11	0	-6	0.2	2	-17
COc1ccc(CNC(=O)CSc2nc(-c3ccccc3)cc(-c3cccs3)c2C#N)cc1	i	3	1.9	-8	-15	5	2	-0.1	43	-3
CC(Sc1nc(-c2ccccc2)cc(C(F)(F)F)n1)C(=O)Nc1sc2c(c1C#N)CCC2 (stereo unspecified)	i	-6	1.5	-13	-5	6	3	-0.6	-4	5
OC(Cc1ccnc2ccccc12)C(Cl)(Cl)Cl (stereo unspecified)	i	-1	-0.6	-12	11	1	-2	0.3	4	1
CC(=NN=C(C)c1ccc(O)cc1)c1ccc(O)cc1	i	14	0.6	-10	6	-5	-3	-0.4	1	-2
CCN(CC)S(=O)(=O)c1cccc(-c2nnc(-c3ccc(C)cc3)o2)c1	i	-1	0.5	-5	3	2	2	-0.5	6	-4
O=C(CSc1nc2ccccc2o1)NC1CCS(=O)(=O)C1 (stereo unspecified)	i	3	-3.9	-5	12	-1	-2	0.2	1	3
COC(=O)C1CCN(C(=O)COC(=O)C2CCN(S(=O)(=O)c3ccc(C)c(C)c3)CC2)CC1	i	3	-1.8	0	1	2	-6	-0.5	-4	2
O=C1CCc2cc(S(=O)(=O)Nc3ccc(F)cc3)ccc2N1	i	12	-0.4	-2	-10	1	1	-0.6	2	0
O=C(Cn1ncc2c([nH]c3ccccc32)c1=O)NCC1CCN(Cc2ccc(F)cc2)CC1	i	-1	2.6	-12	-11	-3	0	-1.1	2	-1
O=C(OCC(=O)N1CCN(c2ccccc2)CC1)c1ccccc1OC(F)F	i	11	-0.4	-6	-4	1	-11	-0.4	1	-1
C[C@H](CO)N1C[C@H](C)[C@@H](CN(C)S(=O)(=O)c2ccccc2)Oc2ccc(NC(=O)Cn3cnnn3)cc2C1=O	i	-21	-1.4	-6	-14	0	0	-0.1	2	-2
O=C(NCc1nnnn1-c1ccc(Cl)cc1)c1ccc([N+](=O)[O-])o1	i	0	-0.1	.	4	-3	3	0.2	4	-40
O=C(Nc1ccc(S(=O)(=O)Nc2ncccn2)cc1)c1cc([N+](=O)[O-])ccc1Cl	i	-5	-1.0	4	11	-3	-5	-0.4	2	-19
C[C@]12C(=O)N(c3cccc(F)c3)C(=O)N1[C@H]1c3ccccc3OC[C@@H]1[C@H]2c1ccccc1	i	11	1.6	-14	9	3	-1	-0.2	1	2
Cc1ccccc1OCC(O)CN(CCO)Cc1ccccc1 (stereo unspecified)	i	-5	-2.4	-14	-10	2	-4	-0.8	0	2
O=c1cc(O)c2c(=O)n(Cc3ccccc3)c3ccccc3c2o1	i	-15	8.0	-11	-5	6	10	-1.2	2	13

Source: PubChem BioAssay
